ERAP1 HTS inh: ERAP1 (human) enzyme inhibition | Q9NZ08 | recombinant ERAP1, Leu-AMC fluorescence, 60 min | inhibition, % at 10.7 µM | actives 0.15% (n = 340,000) | AID 652197;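 active = mean replicate inhibition of at least 30%, or all replicates individually reaching that 30% level; inactive = mean below 30% and not every replicate reaching it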;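 note: 0% = neutral control wells and 100% = L-leucinethiol positive control wells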
CASP6 VEID inh: caspase-6 (human) enzyme inhibition. actives 0.53% (n = 350,000). purified caspase-6, Z-VEID-R110 cleavage fluorescence. P55212. inhibition, % at 12.5 µM;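 active = mean inhibition across replicates at least about 35%, with every replicate also reaching that limit, limit read from the data; inconclusive = only one of the two criteria met; inactive = neither criterion met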;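 note: 0% = median of neutral control wells and 100% = no fluorescence left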
Target sequence (P55212 24-179 limits assumed): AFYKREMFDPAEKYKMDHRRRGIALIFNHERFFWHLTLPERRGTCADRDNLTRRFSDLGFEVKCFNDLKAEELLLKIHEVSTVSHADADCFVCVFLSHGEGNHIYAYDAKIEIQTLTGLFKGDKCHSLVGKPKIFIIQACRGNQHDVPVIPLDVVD
Target sequence (P55212 194-293 limits assumed): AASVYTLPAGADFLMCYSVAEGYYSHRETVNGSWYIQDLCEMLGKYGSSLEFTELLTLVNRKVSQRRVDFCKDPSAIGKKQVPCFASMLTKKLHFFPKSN
CFTR F508del cor: CFTR F508del correction in bronchial cells; actives 0.36% (n = 350,000); AID 720511; CFBE cells, YFP halide quenching; stimulated with forskolin plus potentiator P3; % fluorescence drop versus neutral controls; activity (quench increase), % at 7.58 µM;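 active = mean added fluorescence quench of at least 8% versus neutral control, with both replicates also reaching 8%; inconclusive = only one of the mean or replicate conditions met; inactive = mean below 8% and not both replicates reaching 8%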;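 note: cells transiently co-express mutant CFTR-F508del with the halide-sensitive YFP; corrector assay measuring rescue of mutant channel to the surface after 24 h compound exposure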
DENV2 CPE rescue: inhibitors of DENV2 cytopathic effect. DENV2-infected cells, cytopathic effect rescue, plate reader. CPE inhibition, % at 9.99 µM. actives 1.7% (n = 350,000). AID 651640; in the data active = CPE inhibition above about 20%, passing the limit was not always enough; inconclusive = no clear call, values can overlap the other calls; tested in BHK-21 cells;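 note: 0% = median of neutral control wells and 100% = median of positive control wells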
SIRT5 block: inhibitors of human sirtuin-5 desuccinylase | actives 1.1% (n = 330,000) | inhibition, % at 15 µM | AID 652115 | Purified SirT5, succinyl-peptide AMC, trypsin-coupled fluorescence; in the data active = inhibition above about 15%; inconclusive = no clear call, values can overlap the other calls
Target sequence (Q9NXA8 whole entry, looked up): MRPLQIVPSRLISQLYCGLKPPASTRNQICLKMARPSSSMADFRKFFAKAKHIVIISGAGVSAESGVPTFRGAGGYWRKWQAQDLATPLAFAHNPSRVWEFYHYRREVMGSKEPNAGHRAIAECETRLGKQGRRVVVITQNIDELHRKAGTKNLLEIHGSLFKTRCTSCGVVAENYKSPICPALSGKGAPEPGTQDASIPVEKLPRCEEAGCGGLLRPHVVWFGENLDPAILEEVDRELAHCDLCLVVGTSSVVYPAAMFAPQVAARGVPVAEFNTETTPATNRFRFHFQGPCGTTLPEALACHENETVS
miR122 inh: miR-122 inhibition in Huh7 cells | Huh7 miR-122 Renilla luciferase sensor, 48 h; neutral wells = 0, positive control = 100 | AID 602342 | actives 0.3% (n = 340,000) | activation (reporter increase), % at 12.5 µM;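 active = mean replicate activation score at least 90 and every replicate individually at or above 90; inconclusive = only one of the two criteria met; inactive = neither criterion met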;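 note: higher luciferase means less miR-122 activity so hits act as miR-122 inhibitors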
ERp5 inh: ERp5 (human) disulfide isomerase inhibition | inhibition, % at 9.99 µM | AID 651711 | Q15084 | actives 0.05% (n = 350,000) | ERp5 insulin aggregation, absorbance 650 nm, 90 min;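 active = mean replicate inhibition above about 25%, with every replicate also reaching it, limit read from the data, passing the limit was not always enough; inconclusive = only one of those two criteria met; inactive = neither criterion met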
Target sequence (Q15084 whole entry, looked up): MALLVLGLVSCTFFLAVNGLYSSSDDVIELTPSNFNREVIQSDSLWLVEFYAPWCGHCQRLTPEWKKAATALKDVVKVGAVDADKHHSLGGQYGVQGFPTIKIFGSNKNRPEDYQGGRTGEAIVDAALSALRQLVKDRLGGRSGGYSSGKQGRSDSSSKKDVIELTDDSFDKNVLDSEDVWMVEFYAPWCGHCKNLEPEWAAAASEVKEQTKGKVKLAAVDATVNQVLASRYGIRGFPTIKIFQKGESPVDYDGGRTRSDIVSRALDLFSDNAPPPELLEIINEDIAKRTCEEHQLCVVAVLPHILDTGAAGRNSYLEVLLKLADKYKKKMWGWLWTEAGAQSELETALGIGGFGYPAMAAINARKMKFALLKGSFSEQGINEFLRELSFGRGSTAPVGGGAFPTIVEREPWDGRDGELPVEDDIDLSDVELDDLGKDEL
Active calls of the source: *; u = inconclusive; x = no result given; [ ] = another dose, or the depositor's remark.

Each structure is followed by: miR122 inh	SIRT5 block	DENV2 CPE rescue	ERAP1 HTS inh	CFTR F508del cor	ERp5 inh	CASP6 VEID inh
- Cc1nc(C(=O)NCC(=O)c2ccccc2)c(C(F)(F)F)o1
 : -3	-2	-1	x	3.9	0	-4
- CNC[C@@H]1OCCCC[C@H](C)Oc2ccc(NS(=O)(=O)c3ccc(C)cc3)cc2C(=O)N([C@@H](C)CO)C[C@@H]1C
 : -3[16.7 µM]	2	u	-1	3.1	-4	0
- Cc1ccc(C(=O)NNC(=O)CCOc2cccc(C)c2)cc1
 : 12	-5	-6	-1	3.7	-8	-2
- CCn1cc(CNC(=S)Nc2cccc3ccccc23)cn1
 : x	0	2	2	0.6	-2	53*
- CC(C)=CCC/C(C)=C/CNC(=O)C[C@H]1C[C@H](C(=O)N2CCOCC2)[C@@]2(CCC3CCCC3)c3[nH]c4cc(-c5ccco5)ccc4c3CCN2C1=O
 : -16	-2	-5	9	2.3	2	0
- O=C(O)CCN1C(=O)/C(=C/c2cn(-c3ccccc3)nc2-c2cccs2)SC1=S
 : x	-3	-1	1	6.1	-3	25
- O=C(c1nc2ccccn2c1CNCCn1ccc2ccccc21)N1CCOCC1
 : 2	0	-4	1	0.6	6	-1
- C[C@@H]1CCCCO[C@@H](CN(C)S(=O)(=O)c2ccc(Cl)cc2)[C@H](C)CN([C@H](C)CO)C(=O)c2cc(NS(C)(=O)=O)ccc2O1
 : -12[16.7 µM]	3	-2	1	1.3	-5	-1
- CCCOc1nc2c(c(=O)n(C)c(=O)n2C)n1CCC
 : x	3	-3	1	1.7	u	-3
- CCN(CC)C(=O)CN1C(=O)/C(=C/c2ccccc2)SC1=S
 : -7	0	u	3	1.5	-7	0

An excerpt from above, limited to miR122 inh, ERAP1 HTS inh and CASP6 VEID inh:
| Structure | miR122 inh | ERAP1 HTS inh | CASP6 VEID inh |
| --- | --- | --- | --- |
| CCN(CC)C(=O)CN1C(=O)/C(=C/c2ccccc2)SC1=S | -7 | 3 | 0 |
| CC(C)=CCC/C(C)=C/CNC(=O)C[C@H]1C[C@H](C(=O)N2CCOCC2)[C@@]2(CCC3CCCC3)c3[nH]c4cc(-c5ccco5)ccc4c3CCN2C1=O | -16 | 9 | 0 |

Later entries.
Each structure is followed by: miR122 inh	SIRT5 block	DENV2 CPE rescue	ERAP1 HTS inh	CFTR F508del cor	ERp5 inh	CASP6 VEID inh
- COc1cccc(CNC(=O)CN2C(=O)NC(Cc3ccccc3)(c3ccccc3)C2=O)c1 (stereo not given)
 : x	-18	-6	-3	0.1	-9	2
- Cc1ccc(-n2c(=O)c3c4c(sc3n(Cc3cc(=O)n5ccccc5n3)c2=O)CCC4)cc1C
 : x	-12	-7	-1	-0.2	4	-1
- CCCN(C(=O)c1ccc(N2CCCC2=O)cc1)c1c(N)n(Cc2ccccc2)c(=O)[nH]c1=O
 : 0	0	-2	2	4.2	-2	2
- Cc1c(C)c2ccc(OCC(=O)NC3CCN(Cc4ccccc4)CC3)cc2oc1=O
 : -5	6	2	1	-0.8	0	-1
- CC(C)OC(=O)N(C)C[C@H]1OCc2ccccc2-c2c(n(C)c3ccccc23)C(=O)N([C@@H](C)CO)C[C@@H]1C
 : x	5	6	0	2.5	-5	4
- CC1(C)Cc2c(cnn2-c2ccccc2)C(NC(=O)CCN2CCCC2=O)C1 (stereo not given)
 : x	-1	-9	-4	-0.6	-1	-1
- COc1ccccc1N1CCN(S(=O)(=O)CCNC(=O)CCc2ccccc2)CC1
 : 2	1	119*	0	3.9	-4	3
- CC(C)CN1C(=O)N(c2ccc(Cl)cc2)C(C)(O)CC1(C)C (stereo not given)
 : -6	1	7	2	1.4	-1	3
- CC(=O)c1cccc(N(C(=O)c2ccccn2)C(C(=O)NC2CCCCC2)c2cccs2)c1 (stereo not given)
 : 2	0	-4	-1	-1.7	1	1
- Cc1cnc(C(=O)OCC(=O)N2CC(C)CC(C)C2)cn1 (stereo not given)
 : -11	-3	-4	-2	-1.1	4	1
- C/C(=N\NC(=S)Nc1c(C)cccc1C)c1ccc(OC(F)F)cc1
 : x	0	0	3	-3.0	-5	1
- O=C(C[C@@H]1CC[C@H]2[C@@H](COC[C@@H](O)CN2C(=O)Nc2ccc(F)cc2)O1)NCCCN1CCOCC1
 : 30[16.7 µM]	6	3	4	-1.5	-5	1
- C[C@@H]1CN([C@H](C)CO)C(=O)c2ccccc2-c2ccccc2CO[C@H]1CN(C)C(=O)c1ccccc1
 : x	2	0	-1	5.4	6	-1
- C[C@H]1CN([C@@H](C)CO)C(=O)Cc2cc(NS(C)(=O)=O)ccc2O[C@@H]1CN(C)CC1CCCCC1
 : -1[16.7 µM]	-2	9	0	-1.9	0	-3
- Nc1ncnc2c1ncn2[C@@H]1O[C@H](C(=O)N[C@@H](CCc2ccccc2)C(=O)O)[C@@H](O)[C@H]1O
 : x	4	28*	3	-2.7	1	0
- O=C(CSc1nnc(CNC(=O)c2c(F)cccc2Cl)o1)NCc1ccc(F)cc1
 : 1	0	-5	-2	-1.2	4	-1
- CC(C)CN(C(=O)CN1C(=O)NC2(CCc3ccccc32)C1=O)C1CCS(=O)(=O)C1 (stereo not given)
 : 4	-7	5	1	-0.5	-6	1
- CC(Cl)C(=O)N1c2ccccc2CCc2ccccc21 (stereo not given)
 : -5	-2	0	3	-1.8	0	-2
- O=C1CSc2cc(Cl)ccc2N1
 : -9	-1	u	-1	3.0	-7	3
- CCOC(=O)C(=NCCCN(C)C)NNc1ccc(Br)cc1
 : x	-3	-4	-1	-1.3	0	-34
- COC(=O)[C@H](C)NC(=O)NCCC1=CCCCC1
 : x	-3	2	-2	-0.5	-5	0
- CN(C)c1ccc(CNCc2cccnc2)cc1
 : -3	-6	1	x	0.4	1	-4
- COc1ccccc1N1CC(O)=C(c2nc3ccccc3s2)C1=N
 : 34	1	3	-3	-0.3	-6	1
- O=C(Nc1cccc2ncccc12)c1ccco1
 : x	x	6	3	-3.3	5	-4
- CC(C)C[C@@H]1CN(CCCC[C@H]2CNC(=O)C(=O)N2CCC2CCCCC2)C(=O)C(=O)N1CCc1ccc(O)cc1
 : x	3	5	x	1.9	-2	2
- CC1CC(NC(=O)c2c(O)nc3sccn3c2=O)CC(C)(C)C1 (stereo not given)
 : x	-5	-3	1	3.3	-3	2
- COc1ccc(-c2cnc3c(NC(C)=O)cc(-c4ccc(C(=O)NC5CC5)cc4)cn23)cc1OC
 : -17	-1	-5	-10	1.0	-2	2
- COc1ccccc1NC(=O)N1CC[C@@H]2[C@H]1c1cc(-c3cccc(F)c3)ccc1N(C)[C@H]2CO
 : -4[16.7 µM]	8	-22	2	-1.4	-2	0
- O=S(=O)(c1ccc2[nH]ccc2c1)N1CCCCCC1
 : 12	-4	-1	0	-3.6	2	0
- COc1ccc(-c2ccc([C@@H]3[C@H](C#N)N(C(=O)C4CCCC4)[C@H]3CO)cc2)cc1
 : x	0	6	3	0.0	-2	-2
- CCN1CCN(C(=O)CN(C)S(=O)(=O)c2cc(C)ccc2OC)CC1
 : -6	-5	1	-4	0.7	-4	-2
- Cc1cc(C(=O)Nc2cccc(S(=O)(=O)N3CCOCC3)c2)c2ccccc2n1
 : -1	0	-8	4	3.4	0	2
- COc1ccc(-c2cc(-c3n[nH]c(=S)n3-c3cccc4ccccc34)[nH]n2)cc1
 : 10	1	5	7	-0.9	9	11
- Cn1nccc1CNC(=O)c1c(Cl)cnn1C
 : x	1	-4	4	x	5	-1
- CCS(=O)(=O)N1[C@H](CO)[C@@H](c2ccccc2)C12CN(C(=O)C1CCCCC1)C2
 : x	-2	-13	0	1.8	-1	-2
- Cc1noc(C)c1NC(=O)Nc1ccc2c(c1)C(=O)N([C@@H](C)CO)C[C@H](C)[C@@H](CN(C)Cc1ccc3c(c1)OCO3)OCCCC[C@H](C)O2
 : 6[16.7 µM]	2	-6	2	0.9	5	3
- CCCc1nc2ccc(NC(C)=O)cc2c(=O)n1Cc1ccc(Cl)cc1
 : x	-1	x	-1	0.6	-3	0
- COc1cc2c(cc1OC)[C@@H](NC(=O)COc1ccccc1)[C@H](OCc1ccccc1)C2
 : -2	-2	-2	5	1.7	2	0
- OC[C@@H]1[C@H](c2ccc(-c3cccnc3)cc2)[C@@H]2CN(CC3CCOCC3)CCCCN12
 : -1[16.7 µM]	-3	7	-1	1.7	-3	0
- C[C@@H]1CN([C@H](C)CO)C(=O)c2cc(NC(=O)Nc3cccc4ccccc34)ccc2O[C@@H]1CN(C)Cc1ccc(-c2ccccc2)cc1
 : -12[16.7 µM]	1	5	-4	0.2	-4	-1
- C=CCOC(=O)/C(=C\c1ccccc1)NC(=O)c1ccc(C)cc1
 : x	-1	-1	6	x	6	-1
- C[C@H]1CN([C@@H](C)CO)S(=O)(=O)c2ccc(C#CC3CC3)cc2O[C@@H]1CN(C)C(=O)c1cccnc1
 : -5[16.7 µM]	1	4	3	-0.3	7	0
- CC1=C(C(=O)N(C)C)CC(CC(=O)NCC2CCCCC2)C(=O)N1Cc1ccccc1 (stereo not given)
 : -2	-7	4	1	0.6	-1	-2
- O=C(Nc1cccc(NC(=O)c2ccco2)c1)c1ccc2c(c1)OCCO2
 : x	2	-7	0	0.7	1	2
- CCOC(=O)[C@H]1[C@H]2COc3ccc(Cl)cc3[C@@H]2N2C(=O)CN(Cc3ccc(Cl)cc3)C(=O)[C@@]12C
 : -2	4	-9	1	3.4	3	-3
- Cc1noc(C)c1S(=O)(=O)Nc1ccc2c(c1)C(=O)N([C@H](C)CO)C[C@H](C)[C@@H](CN(C)CC1CCCCC1)OCCCC[C@H](C)O2
 : -13[16.7 µM]	-3	-8	-2	1.5	-2	1
- COc1cc(CN2CCCC(C)C2)ccc1OCc1ccccc1 (stereo not given)
 : 4	3	9	-3	2.2	0	0
- Cc1ccc(S(=O)(=O)NC(CCC(N)=O)C(=O)NCc2ccc3c(c2)OCO3)c(C)c1 (stereo not given)
 : x	0	-7	-4	3.3	7	4
- CCCNC(=O)C[C@@H]1C[C@@H]2c3cc(NC(=O)c4cccnc4)ccc3O[C@@H]2[C@H](CO)O1
 : 1[16.7 µM]	x	2	x	1.1	x	x
- CCN1[C@@H]2Cn3c(ccc(-c4cccc(F)c4)c3=O)[C@H]1[C@@H](C(=O)NCCCN(C)C)[C@@H]2CO
 : x	-3	4	2	x	1	-2

(listing goes on)
Each structure is followed by: miR122 inh	SIRT5 block	DENV2 CPE rescue	ERAP1 HTS inh	CFTR F508del cor	ERp5 inh	CASP6 VEID inh
- Cc1cc[n+](CC(=O)c2cccc([N+](=O)[O-])c2)c2ccccc12
 : -1	-6	4	0	-8.0	2	-5
- CCC(=O)Nc1ccc2c(c1)C(=O)N(C)C[C@H](OC)[C@H](C)CN(CCC(F)(F)F)[C@@H](C)CO2
 : 12[16.7 µM]	4	16	4	2.3	3	-1
- COc1ccc2cc(S(=O)(=O)N3CCN(C)CC3)ccc2c1
 : -4	0	x	3	x	1	2
- O=C(Nc1ccc(S(=O)(=O)NC2=NCCCCC2)cc1)c1ccc(=O)[nH]c1
 : -8	3	0	0	-2.5	-4	3
- CCOC(=O)N1CCN(c2cc(=O)n(-c3ccc(Br)cc3)c(=O)[nH]2)CC1
 : 6	-4	3	7	-1.6	4	-3

Compound activity deposited in PubChem BioAssay by Broad Institute.

Rows are unselected. Share with any hit: about 4%.
